IEC-6 tox: counter-screen for KLF5 inhibitors: cytotoxicity in IEC-6 cells; IEC-6 cytotoxicity, luminescence viability; inhibition, % at 5 µM; 0.78% of 290,000 active; AID 1825; in the data active = inhibition above about 22%;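 note: 0% = plate median of test compound wells and 100% = cytotoxic reference compound wells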
aSyn 5UTR inh: 5' untranslated region of α-synuclein, MLPCN primary screen. alpha-synuclein 5'UTR reporter, inhibitor activity. inhibition, % (tested at 7.5 µM). 0.82% of 300,000 active; in the data active = inhibition above about 60%;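 note: H4 neuroglioblastoma cells stably carrying SNCA 5'UTR luciferase fusion; 0% = DMSO wells and 100% = positive control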
GSK3beta inhib: human GSK3beta kinase inhibition; P49841; GST-GSK3beta kinase, ADP-Glo luminescence, 60 min; stronger effect = lower value; activity score (negative = inhibition), % at 10 µM; 0.038% of 300,000 active; AID 2097;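 active = more than half of replicate wells score below -50%, meaning over 50% inhibition versus plate controls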;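 note: 0% = median DMSO wells and -100% = median GW8510 positive control wells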
Target sequence (P49841 whole entry, looked up): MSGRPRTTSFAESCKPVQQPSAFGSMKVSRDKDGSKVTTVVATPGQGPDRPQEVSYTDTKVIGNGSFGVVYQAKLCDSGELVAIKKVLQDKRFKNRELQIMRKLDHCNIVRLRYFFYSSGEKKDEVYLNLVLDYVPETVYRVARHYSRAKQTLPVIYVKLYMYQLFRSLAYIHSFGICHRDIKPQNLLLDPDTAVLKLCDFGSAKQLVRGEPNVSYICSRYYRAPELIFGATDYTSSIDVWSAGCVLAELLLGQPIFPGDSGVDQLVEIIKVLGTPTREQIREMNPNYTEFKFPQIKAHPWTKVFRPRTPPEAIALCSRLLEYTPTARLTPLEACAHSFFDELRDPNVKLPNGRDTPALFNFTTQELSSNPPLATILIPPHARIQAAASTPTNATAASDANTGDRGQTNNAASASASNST
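Test system: GST-fused GSK3beta enzyme, cell-free | Quantity: 1.6 ng GST-GSK3beta enzyme per well | Reagent: 25 µM ATP with peptide substrate | Schedule: 60 min enzyme reaction, room temperature | Signal: Luminescent ADP-Glo measurement of ADP formed | Read-out basis: Score relative to plate controls | Control set: DMSO and 20 µM GW8510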
KLF5 inh: inhibitors of KLF5 expression | DLD-1 KLF5 promoter-luciferase reporter, luminescence | inhibition, % at 5 µM | 0.23% of 290,000 active;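 active = inhibition above a per-plate limit of that plate's mean compound inhibition plus 3 SD, cut at about 60% in these data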;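 note: 0% = DMSO wells and 100% = LY294002 at 200 µM; higher means less KLF5 promoter-driven luciferase light; inactives centre near -14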
HSF1 inh: HSF1 inhibition; NIH3T3-HGL HSE-luciferase, MG132-induced, luminescence 8 h; stronger effect = lower value; activity change, negative = inhibition, % at 7.5 µM (by protocol); 0.77% of 300,000 active; AID 2098;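 active = more than half of replicate wells show activity change below -50%, luminescence cut by over half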;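 note: luciferase reports HSF-1 transcriptional activity via heat shock element; 0% = median of DMSO wells and -100% = zero luminescence signal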
HSF-1 act: increases HSF-1 driven luciferase reporter signal | 1.7% of 300,000 active | activation, % at 9 µM | NIH3T3-HGL HSF-1 luciferase reporter, MG132, 8 h; 100% = twice DMSO control signal;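 active = mean replicate activation of at least 50% with a set share of replicates each reaching 50%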;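 note: 0% = median of the neutral control wells and 100% = twice that signal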
AI-2 QS mod: modulators of Vibrio harveyi AI-2 quorum sensing system | Vibrio harveyi JMH597 AI-2 luminescence/OD600 ratio, 9 h; stronger effect = lower value; strain lacks LuxN and CqsS sensors; 0 = neutral-control median | activity change, % at 7.5 µM | 0.4% of 300,000 active; in the data active = activity change below about -75%, passing the limit was not always enough;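 note: luminescence divided by OD600 gain over 9 h not by final OD600 alone; inactives centre near 13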
PolyA inhibitor: yeast polyadenylation inhibition; calls only at 12 µM; AID 1875; S. cerevisiae SKY197-pL101 polyadenylation reporter, beta-gal luminescence; efflux-impaired pdr1/pdr3 knockout yeast; score 100 = 6 SD above DMSO; 0.02% of 300,000 active;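 active = lowest replicate activity score at least 50, where 100 means six control SD above control mean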;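 note: yeast exposed to compound for 9 h at 30 °C; higher score means more reporter readthrough which indicates perturbed polyadenylation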
HSP90 refold inh: inhibitors of HSP90 luciferase refolding in rabbit reticulocyte lysate. luciferase refolding luminescence, 3 h. inhibition, % at 5.6 µM. 0.91% of 290,000 active. AID 1789;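 active = inhibition above the screen-wide mean plus 3 SD, computed separately per campaign, cut at about 16% in these data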;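 note: 0% = DMSO wells and 100% = 60 µM geldanamycin wells; inhibitors lower the luminescence because luciferase stays unfolded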
GSK3 alpha inh: blocks human GSK-3 alpha kinase; P49840; ADP-Glo luminescence, 60 min; inhibition, % at 10 µM; 0.1% of 320,000 active; AID 2650;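 in the data active = inhibition above about 50%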;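 note: GST-tagged GSK-3 alpha with peptide substrate and 25 µM ATP; 0% = DMSO neutral wells and 100% = GW8510 positive control wells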
Target sequence (P49840 whole entry, looked up): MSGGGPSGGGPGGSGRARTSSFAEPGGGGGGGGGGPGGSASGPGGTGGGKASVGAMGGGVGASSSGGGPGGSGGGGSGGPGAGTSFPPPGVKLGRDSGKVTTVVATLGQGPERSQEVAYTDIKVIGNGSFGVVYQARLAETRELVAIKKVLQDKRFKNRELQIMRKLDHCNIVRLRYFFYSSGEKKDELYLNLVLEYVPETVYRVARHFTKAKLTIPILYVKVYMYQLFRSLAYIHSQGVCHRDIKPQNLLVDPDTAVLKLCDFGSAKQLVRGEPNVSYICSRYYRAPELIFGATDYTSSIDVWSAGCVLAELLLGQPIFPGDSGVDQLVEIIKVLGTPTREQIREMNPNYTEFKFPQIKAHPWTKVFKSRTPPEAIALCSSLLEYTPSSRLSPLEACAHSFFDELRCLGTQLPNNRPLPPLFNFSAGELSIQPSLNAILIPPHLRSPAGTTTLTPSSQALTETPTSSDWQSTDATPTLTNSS
Starred values were filed as active, the others as inactive. These rows are one share of the data; count on the stated rates, not on these rows.

Screening Cc1noc(C)c1COC(=O)CCCNC(=O)c1ccc(Cl)cc1 returned IEC-6 tox 2, aSyn 5UTR inh 1, GSK3beta inhib 0, KLF5 inh -17, HSF1 inh -3, HSF-1 act 7, AI-2 QS mod 4, PolyA inhibitor inactive, HSP90 refold inh -2 and GSK3 alpha inh -1.
Cc1onc(-c2ccccc2)c1C(=O)Nc1ccc(Cl)cn1 was read as IEC-6 tox 5, aSyn 5UTR inh 8, GSK3beta inhib 1, KLF5 inh -6, HSF1 inh 0, HSF-1 act -18, AI-2 QS mod 19, PolyA inhibitor inactive, HSP90 refold inh -1 and GSK3 alpha inh -1.
`Cn1c(SCc2c(Cl)cccc2Cl)nc(C(F)(F)F)cc1=O` gave IEC-6 tox 6, aSyn 5UTR inh 26, GSK3beta inhib 3, KLF5 inh -34, HSF1 inh 5, HSF-1 act 1, AI-2 QS mod 21, PolyA inhibitor inactive, HSP90 refold inh -4 and GSK3 alpha inh -1.
`O=C(CNC(=O)c1ccco1)NCC(=O)OCC(=O)c1ccc(Cl)c([N+](=O)[O-])c1` gave IEC-6 tox 5, aSyn 5UTR inh 21, GSK3beta inhib -1, KLF5 inh 13, HSF1 inh 1, HSF-1 act 20, AI-2 QS mod 4, PolyA inhibitor inactive, HSP90 refold inh 2 and GSK3 alpha inh 0.
Screening COc1cccc(CC(NC(C)=O)C(=O)NC2CCN(S(=O)(=O)c3ccc(F)cc3)CC2)c1OC (stereo unspecified) returned IEC-6 tox -3, aSyn 5UTR inh -22, GSK3beta inhib 1, KLF5 inh -9, HSF1 inh -14, HSF-1 act 3, AI-2 QS mod -2, PolyA inhibitor inactive, HSP90 refold inh -1 and GSK3 alpha inh -1.
O=C(NCCO)C(O)C(O)C(=O)NCCO (stereo unspecified) was read as IEC-6 tox -1, aSyn 5UTR inh -17, GSK3beta inhib 0, KLF5 inh -15, HSF1 inh -2, HSF-1 act -6, AI-2 QS mod 40, PolyA inhibitor inactive, HSP90 refold inh 0 and GSK3 alpha inh -3.
Cc1cc(C)n(CCNC(=O)CC2C(=O)NCCN2CC2CCCCC2)n1 (stereo unspecified) was read as IEC-6 tox -9, aSyn 5UTR inh -2, GSK3beta inhib 0, KLF5 inh -6, HSF1 inh -7, HSF-1 act 14, AI-2 QS mod 8, PolyA inhibitor inactive, HSP90 refold inh 0 and GSK3 alpha inh 0.
Screening CCN1CCc2c(OCc3ccc(C(=O)OC)o3)cccc2C1=O returned IEC-6 tox 1, aSyn 5UTR inh -3, GSK3beta inhib -1, KLF5 inh -8, HSF1 inh 4, HSF-1 act -15, AI-2 QS mod 5, PolyA inhibitor inactive, HSP90 refold inh 2 and GSK3 alpha inh 3.
COC(=O)c1ccccc1NC(=O)CSc1nc(Nc2ccccc2)nc(N2CCOCC2)n1 was read as IEC-6 tox 2, aSyn 5UTR inh 28, GSK3beta inhib -6, KLF5 inh -2, HSF1 inh 41, HSF-1 act 77*, AI-2 QS mod -8, PolyA inhibitor inactive, HSP90 refold inh 8 and GSK3 alpha inh 2.
Screening O=C(CNC(=S)N(Cc1ccc(F)cc1)C1CCCCC1)NCCN1CCOCC1 returned IEC-6 tox 1, aSyn 5UTR inh -8, GSK3beta inhib 0, KLF5 inh -37, HSF1 inh 5, HSF-1 act -3, AI-2 QS mod -8, PolyA inhibitor inactive, HSP90 refold inh 3 and GSK3 alpha inh 2.
O=C(COc1cccc(C(F)(F)F)c1)NCCCN1CCCC1=O was read as IEC-6 tox 4, aSyn 5UTR inh 8, GSK3beta inhib 4, KLF5 inh -35, HSF1 inh -9, HSF-1 act 2, AI-2 QS mod 43, PolyA inhibitor inactive, HSP90 refold inh -1 and GSK3 alpha inh -2.
For O=C(NCCOc1ccccc1F)c1cccc(S(=O)(=O)N2CCN(c3ccccc3)CC2)c1 the results were aSyn 5UTR inh 17, GSK3beta inhib -4, HSF1 inh 11, HSF-1 act 20, AI-2 QS mod 19, PolyA inhibitor inactive and GSK3 alpha inh 0.
For COc1ccc(CN=C2NN=C(c3ccccc3)CS2)cc1 the results were IEC-6 tox 3, aSyn 5UTR inh -114, GSK3beta inhib -1, KLF5 inh -20, HSF1 inh 19, HSF-1 act 9, AI-2 QS mod -42, PolyA inhibitor inactive, HSP90 refold inh 2 and GSK3 alpha inh -2.
Screening COc1ccccc1-c1noc(-c2ccco2)n1 returned IEC-6 tox 0, aSyn 5UTR inh -129, GSK3beta inhib -1, KLF5 inh -155, HSF1 inh 15, HSF-1 act 33, AI-2 QS mod 4, PolyA inhibitor inactive, HSP90 refold inh 0 and GSK3 alpha inh -3.
Screening CN(C)C(=S)Nc1cccc(-c2n[nH]c(=S)o2)c1 returned IEC-6 tox -2, aSyn 5UTR inh -28, GSK3beta inhib -2, KLF5 inh -15, HSF1 inh 1, HSF-1 act 1, AI-2 QS mod 3, PolyA inhibitor inactive, HSP90 refold inh -2 and GSK3 alpha inh 1.
For O=C(CSc1ccc(Cl)cc1)Nc1ccc(-c2nc3ccccc3[nH]2)cc1 the results were IEC-6 tox 4, aSyn 5UTR inh -94, GSK3beta inhib 1, KLF5 inh -55, HSF1 inh -1, HSF-1 act -6, AI-2 QS mod 27, PolyA inhibitor inactive, HSP90 refold inh 4 and GSK3 alpha inh -2.
C=CCSc1nc2nc(C)cc(C)n2n1 was read as IEC-6 tox -3, aSyn 5UTR inh 10, GSK3beta inhib 1, KLF5 inh -18, HSF1 inh 0, HSF-1 act 7, AI-2 QS mod 18, PolyA inhibitor inactive, HSP90 refold inh 1 and GSK3 alpha inh -5.
COc1ccc(-c2cc(C(=O)NCCCN3CCOCC3)c3ccccc3n2)cc1OC was read as aSyn 5UTR inh -6, GSK3beta inhib 1, HSF1 inh -1, HSF-1 act -2, AI-2 QS mod -4 and PolyA inhibitor inactive.
Screening O=C(O)C1(Cc2nc3ccccc3[nH]2)CCCC1 returned IEC-6 tox -10, aSyn 5UTR inh 0, GSK3beta inhib -4, KLF5 inh -26, HSF1 inh -1, HSF-1 act 4, AI-2 QS mod 23, PolyA inhibitor inactive, HSP90 refold inh 1 and GSK3 alpha inh -1.
`Cn1c(CNC(=O)c2ccco2)nnc1SCC(=O)N1CCN(c2ccccc2F)CC1` gave IEC-6 tox -5, aSyn 5UTR inh -13, GSK3beta inhib 2, KLF5 inh -6, HSF1 inh -4, HSF-1 act -3, AI-2 QS mod 18, PolyA inhibitor inactive, HSP90 refold inh 3 and GSK3 alpha inh 1.
Screening O=C(CN1C(=O)C2(OCCCO2)c2ccccc21)NCCc1ccccc1 returned IEC-6 tox -6, aSyn 5UTR inh -7, GSK3beta inhib 0, KLF5 inh 3, HSF1 inh 0, HSF-1 act 30, AI-2 QS mod 9, PolyA inhibitor inactive and HSP90 refold inh 1.
Screening N#Cc1ccc(OCC(=O)NCC(c2cccs2)N2CCOCC2)cc1 (stereo unspecified) returned IEC-6 tox 4, aSyn 5UTR inh 5, GSK3beta inhib -3, KLF5 inh -6, HSF1 inh -3, HSF-1 act -1, AI-2 QS mod 13, PolyA inhibitor inactive, HSP90 refold inh -2 and GSK3 alpha inh -2.
For O=C(NCCc1cnn(-c2ccccc2)c1)c1cc(COc2c(F)cccc2F)on1 the results were IEC-6 tox -1, aSyn 5UTR inh -80, GSK3beta inhib 1, KLF5 inh -28, HSF1 inh 14, HSF-1 act 35, AI-2 QS mod -42, PolyA inhibitor inactive, HSP90 refold inh -2 and GSK3 alpha inh -2.
Cc1ccc(C2NC(=O)NC3=C2CCc2ccccc23)cc1 (stereo unspecified) was read as IEC-6 tox 9, KLF5 inh 1, HSP90 refold inh 23* and GSK3 alpha inh 10.
Screening CCc1cccc(C)c1NC(=O)COC(=O)c1cc([N+](=O)[O-])ccc1N1CCOCC1 returned aSyn 5UTR inh -1, GSK3beta inhib -2, HSF1 inh -1, HSF-1 act -15, AI-2 QS mod 10, PolyA inhibitor inactive and GSK3 alpha inh -1.
Screening O=C(O)CCc1ccc(-c2cccs2)n1-c1ccc(C(=O)O)cc1 returned IEC-6 tox -6, aSyn 5UTR inh -16, GSK3beta inhib 1, KLF5 inh -10, HSF1 inh -5, HSF-1 act 20, AI-2 QS mod 20, PolyA inhibitor inactive, HSP90 refold inh 5 and GSK3 alpha inh -3.
For COc1ccc(CC/C(=N\O)C2(O)CCCCC2)cc1 the results were IEC-6 tox 5, aSyn 5UTR inh -8, GSK3beta inhib -20, KLF5 inh -14, HSF1 inh 13, HSF-1 act 7, AI-2 QS mod -5, PolyA inhibitor inactive, HSP90 refold inh -2 and GSK3 alpha inh 2.
For NC(=O)c1c(NC(=O)c2ccccc2F)sc2c1CCCC2 the results were IEC-6 tox 4, aSyn 5UTR inh -170, GSK3beta inhib 1, KLF5 inh -191, HSF1 inh 39, HSF-1 act 75*, AI-2 QS mod 9, PolyA inhibitor inactive, HSP90 refold inh -1 and GSK3 alpha inh 0.
For CC1(C)CC(N2CCCC2)=CC(=[N+]2CCCCCC2)C1 the results were IEC-6 tox 30*, aSyn 5UTR inh -2, GSK3beta inhib -1, KLF5 inh 1, HSF1 inh -3, HSF-1 act -3, AI-2 QS mod 3, PolyA inhibitor inactive, HSP90 refold inh -2 and GSK3 alpha inh 1.
For CCOC(=O)[C@@H](CCc1ccccc1)N[C@H](C)C(=O)N1[C@H](C(=O)O)C[C@@H]2CCC[C@@H]21 the results were IEC-6 tox 6, aSyn 5UTR inh 21, GSK3beta inhib 3, KLF5 inh -45, HSF1 inh 0, HSF-1 act 3, AI-2 QS mod 8, PolyA inhibitor inactive, HSP90 refold inh -1 and GSK3 alpha inh -1.
Screening O=C(Cc1cccc2ccccc12)Nc1ccc(-c2cc3ccccc3oc2=O)cc1 returned IEC-6 tox 0, aSyn 5UTR inh 65*, GSK3beta inhib 4, KLF5 inh 25, HSF1 inh -9, HSF-1 act -11, AI-2 QS mod 5, PolyA inhibitor inactive, HSP90 refold inh 2 and GSK3 alpha inh -2.
Screening CN1CC=C2C(C#N)=C(N)C(C#N)(C#N)C(CCc3ccccc3)C2C1 (stereo unspecified) returned IEC-6 tox 7, aSyn 5UTR inh -6, GSK3beta inhib -1, KLF5 inh -9, HSF1 inh 0, HSF-1 act 0, AI-2 QS mod 9, PolyA inhibitor inactive, HSP90 refold inh -3 and GSK3 alpha inh 9.
`Cc1cc2c(cc1C)CN(c1ccccc1)C2` gave IEC-6 tox 1, aSyn 5UTR inh -90, GSK3beta inhib -3, KLF5 inh -129, HSF1 inh 26, HSF-1 act 56*, AI-2 QS mod 50, PolyA inhibitor inactive, HSP90 refold inh 4 and GSK3 alpha inh 2.
Cc1ccc(S(=O)(=O)N2CCN(C(=O)N3CCOCC3)C2c2ccc(N(C)C)cc2)cc1 (stereo unspecified) was read as IEC-6 tox -1, aSyn 5UTR inh 17, GSK3beta inhib 3, KLF5 inh -22, HSF1 inh -5, HSF-1 act 8, AI-2 QS mod 27, PolyA inhibitor inactive, HSP90 refold inh 4 and GSK3 alpha inh 0.

Screening data: PubChem BioAssay, several laboratories
